# Screens: PubChem BioAssay, Johns Hopkins Ion Channel Center
# CHT block: inhibitors of human choline transporter CHT | High affinity choline transporter 1 (Homo sapiens), Q9GZV3 | CHT-expressing cells, membrane potential dye, choline response; hits give low values | B-score at 10 µM | actives 0.86% (n = 310,000) | AID 488975, 2010;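 active = B-score over 3 SD under the library average, and starting fluorescence ratio not unusually high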;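 also: choline stimulus applied at its EC90 after an EC20 pre-addition; B-score computed on integrated fluorescence ratio after choline addition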
# Target sequence (Q9GZV3 whole entry, looked up): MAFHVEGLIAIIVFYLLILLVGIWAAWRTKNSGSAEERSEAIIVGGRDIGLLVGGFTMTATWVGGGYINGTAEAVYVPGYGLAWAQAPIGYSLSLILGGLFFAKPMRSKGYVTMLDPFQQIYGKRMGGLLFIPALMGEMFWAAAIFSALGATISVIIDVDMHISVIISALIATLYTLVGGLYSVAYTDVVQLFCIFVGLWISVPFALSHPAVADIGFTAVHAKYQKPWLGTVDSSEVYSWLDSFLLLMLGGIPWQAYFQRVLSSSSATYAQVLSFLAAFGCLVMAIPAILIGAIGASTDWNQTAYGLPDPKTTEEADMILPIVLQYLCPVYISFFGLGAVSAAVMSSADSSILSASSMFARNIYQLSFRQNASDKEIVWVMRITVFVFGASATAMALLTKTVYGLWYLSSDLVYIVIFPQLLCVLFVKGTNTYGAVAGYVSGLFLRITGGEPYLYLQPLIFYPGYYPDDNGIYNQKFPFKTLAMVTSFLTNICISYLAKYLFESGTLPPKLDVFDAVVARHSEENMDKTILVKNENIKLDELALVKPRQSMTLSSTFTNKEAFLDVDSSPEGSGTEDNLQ
# CHT allo act: CHT positive allosteric modulators, primary screen, cell-based, membrane potential dye, choline EC20; High affinity choline transporter 1 (Homo sapiens), Q9GZV3; CHT-expressing cells; hits give high values; LV-AA mutant CHT in HEK293 cells; B-score at 10 µM; actives 0.49% (n = 310,000);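 active = initial fluorescence not abnormally high and integrated response B-score, plate-corrected, over 3 SD above library mean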
# Starred values were filed as active, the others as inactive; i = inactive.
SMILES,CHT block,CHT allo act
COc1ccc(N2CCN(C3CCCN(C(=O)CSC)C3)CC2)cc1 (configuration not stated),i,i
COc1ccc(NS(=O)(=O)c2cccc(C(=O)NCC(c3ccco3)N3CCCCC3)c2)cc1 (configuration not stated),-11*,i
COc1cccc(C(=O)NCCOc2cc(C)cc(C)c2)c1,i,i
CCOc1ccc([C@@H]2CC=C(C(=O)O)CN2S(=O)(=O)c2ccc(C)cc2)cc1,i,i
COc1ccc(-c2csc(CCn3nc(C)cc3C)n2)cc1,i,i
OCC[C@@H]1C[C@H](O)[C@@H](O)[C@@]2(OCCCc3ccccc32)O1,i,i
O=C(Cc1ccccc1)NCc1n[nH]c(=S)n1-c1ccc(Br)cc1,i,i
COc1ccc2c(c1)CCCC2NS(=O)(=O)OCC(Cl)(Cl)Cl (configuration not stated),i,i
S=c1[nH]nc(-c2cccs2)n1/N=C/c1cn(-c2ccccc2)nc1-c1ccc(Cl)cc1,i,i
Cc1nc2sc(C(c3ccc(Cl)cc3)N3CCN(C(=O)c4ccco4)CC3)c(O)n2n1 (configuration not stated),i,i
CC(=O)c1c(N2CCOCC2)nc2ccc(Cl)cc2c1-c1ccccc1,i,i
CCN(CC)CCN1C(=O)C(O)=C(C(=O)c2ccc(C)o2)C1c1ccccn1 (configuration not stated),i,i
CCOc1ccccc1NC(=O)CN1C(=O)COc2ccc(Cl)cc21,i,i
Cc1c(N(C(=O)Nc2ccccc2)C2=NCC(C)S2)c(=O)n(-c2ccccc2)n1C (configuration not stated),i,i
Cc1ccc(S(=O)(=O)Nn2c(C)ccc2C)cc1,i,i
Cc1ccc(S(=O)(=O)Cc2ccc(C(=O)NCc3cccs3)o2)cc1,i,i
CC(=O)Nc1ccc(S(=O)(=O)NC2CCCCCC2)cc1,i,i
COCCNC(=O)Nc1ccc2nc(C)sc2c1,i,i
OC(COc1ccc2c(c1)OCO2)CN1CCCCC1 (configuration not stated),i,i
Cc1cc(C)cc(COn2ccnc2)c1,i,i
CSc1cccc(NC(=S)N2CCC(N(C)C(C)C)CC2)c1,i,i
Cc1ccc(N=C(N)N=C(N)N)c(C)c1,i,i
O=C(c1cccc(Oc2c(Cl)cccc2[N+](=O)[O-])c1)N1CCCCC1,i,i
CN(C(=O)CSc1nnc(-c2c[nH]c3ccccc23)o1)C1CCS(=O)(=O)C1 (configuration not stated),i,i
CCC(=O)N1CCNC(=O)C1CC(=O)Nc1ccc(C)c(Cl)c1 (configuration not stated),i,i
C=CCNc1nc(Nc2cc(Cl)ccc2OC)nc(OC)n1,i,i
CCN(CC)C(=O)CSc1nc2cc3c(cc2c(=O)n1Cc1ccc2c(c1)OCO2)OCO3,i,i
Cc1nc2ccccc2c2c1C(=O)N(c1ccc(C(=O)O)cc1)C2=O,i,i
COc1ccc(C(=S)N2CCN(C)CC2)cc1Br,i,i
O=C(N=Nc1c(O)[nH]c2ccc(Cl)cc12)c1cc(-c2cccs2)nc2ccccc12,i,i
CC1(C(=O)N2CCC(CC3CC(c4cccc(Br)c4)=NO3)(C(=O)NCC3CCCCC3)CC2)CC1 (configuration not stated),i,i
C=CCN1CCN(C(c2ccc(Cl)cc2)c2nnnn2CCc2ccc(OC)c(OC)c2)CC1 (configuration not stated),i,i
O=C(Nc1cccc(Cl)c1)c1cccc(Oc2ccc([N+](=O)[O-])cc2Cl)c1,i,i
COc1ccc(/C=C(\C#N)C(=O)Nc2cccnc2)cc1,i,i
O=C(Nc1ccc(Cl)cn1)C1CCCN1S(=O)(=O)c1ccccc1 (configuration not stated),i,i
CCOC(=O)C1=C(C)C(c2ccc(OC)cc2)NC(=O)N1 (configuration not stated),i,i
COc1ccc(S(=O)(=O)n2cnc3ccccc32)cc1OC,i,i
CC(C)(C)NC(=O)/C(=C\c1ccc(Br)cc1)NC(=O)c1cccs1,i,i
COc1ccc(C(=O)/C=C2/c3ccccc3CC(C)(C)N2C)cc1,i,i
COc1cc2cc(CN(CCc3cccc(C)c3)C(=S)NCCCN3CCOCC3)c(=O)[nH]c2cc1OC,i,i
COC(=O)N1CCN(c2ccc(C(C)=O)cc2)CC1,i,i
CCNC(=O)OCC(CC)NC(=O)OCC(C)C (configuration not stated),i,i
COCc1cc(=O)[nH]c(SCCS(=O)(=O)c2ccc(C)cc2)n1,i,i
CCc1nnc(NC(=O)COc2ccc([N+](=O)[O-])cc2)s1,i,i
Cc1onc(-c2ccccc2Cl)c1C(=O)OCC(=O)c1ccc[nH]1,i,i
COc1ccccc1N1CCN(Cc2cc3c(cc2O)OCO3)CC1,i,i
Cc1ccccc1S(=O)(=O)Cc1ccc(C(=O)N2CCN(c3cccc(C)c3C)CC2)o1,i,i
O=S(Cc1cc(Oc2ccccc2)nc(-c2ccccc2)n1)c1ccccc1 (configuration not stated),i,i
COc1cc(/C=C2\CCc3c2nc2ccccc2c3C(=O)O)cc(OC)c1OC,i,i
COc1ccccc1OCC(=O)OCC(=O)Nc1sccc1C(N)=O,i,i
CCOC(=O)n1c(=O)oc2cc(S(=O)(=O)N3CCOCC3)ccc21,i,i
CCOC(=O)c1c(CSC(=N)N)n(C)c2cc(Br)c(OC(C)=O)cc12,i,i
Cc1nc(SCC(=O)c2ccc(F)cc2)n[nH]1,i,i
Cc1cccc2nc(-c3cccc(NC(=O)Cc4ccccc4)c3)cn12,i,i
CC(=O)N1CCn2c3c(c(=O)c4cc(C)ccc42)CCC31 (configuration not stated),i,i
Cc1ccccc1N(CC(=O)NC1CCCC1)C(=O)CS(=O)CC(=O)Nc1ccc2c(c1)OCO2 (configuration not stated),i,i
Cc1ccc(N(C(=O)C2CCC(=O)N2)C2(C(=O)NC3CCCCC3)CCCCC2)cc1 (configuration not stated),i,i
COc1ccccc1NS(=O)(=O)c1cc(Cl)ccc1OC,i,i
CCC(C)NCCCCOc1ccc(C)cc1[N+](=O)[O-] (configuration not stated),i,i
Cc1nc2ccc(C(=O)NCc3ccc4c(c3)OCO4)cc2s1,i,i

# (continued)
SMILES,CHT block,CHT allo act
Cc1ccc(C)c(NC(=S)NCCc2ccc(S(N)(=O)=O)cc2)c1,i,i
O=C(CSc1nc(-c2ccco2)cc(C(F)(F)F)n1)N1CCN(Cc2ccccc2)CC1,i,i
Clc1ccc(Nc2nc(-c3cccs3)cs2)nc1,i,i
COc1ccccc1C(=O)NCCC(=O)NNC(=O)Cn1ccc(C(F)(F)F)n1,i,i
COc1cccc(NC(=O)CN(C)C(=O)c2cn(-c3ccccc3)nc2-c2cccs2)c1,i,i
CCC(C)(C)n1nnnc1C(C(C)C)N(CCN1CCOCC1)Cc1cc2cccc(C)c2[nH]c1=O (configuration not stated),i,i
O=C(OCCNC(=O)c1cc2ccccc2oc1=O)c1cccnc1,i,i
CCOC(=O)N/N=C\c1ccc(OC/C=C/c2ccccc2)cc1,i,i
O=S(=O)(c1ccccc1)N1C2CCC1CC(O)(c1cccnc1)C2 (configuration not stated),i,i
COC(=O)c1ccc(NC(=O)C2CC2)o1,i,i
Nc1cccc2nsnc12,i,i
COc1cccc(OC)c1C(=O)N1CC(C)OC(C)C1 (configuration not stated),i,i

# Given with two lines to a compound: entries from further up.
# Values run as follows: CHT block, CHT allo act
- COc1cccc(NC(=O)CN(C)C(=O)c2cn(-c3ccccc3)nc2-c2cccs2)c1
→ i, i
- CCC(C)(C)n1nnnc1C(C(C)C)N(CCN1CCOCC1)Cc1cc2cccc(C)c2[nH]c1=O (configuration not stated)
→ i, i
- O=C(OCCNC(=O)c1cc2ccccc2oc1=O)c1cccnc1
→ i, i
- CCOC(=O)N/N=C\c1ccc(OC/C=C/c2ccccc2)cc1
→ i, i
- O=S(=O)(c1ccccc1)N1C2CCC1CC(O)(c1cccnc1)C2 (configuration not stated)
→ i, i
- COC(=O)c1ccc(NC(=O)C2CC2)o1
→ i, i
- Nc1cccc2nsnc12
→ i, i

# New compounds follow:
SMILES,CHT block,CHT allo act
O=C(CC(=O)c1ccccc1)Nc1ccc2c(c1)OCCO2,i,i
Cc1nnc(SCCn2c(N3CCC(Cc4ccccc4)CC3)nc3c2c(=O)[nH]c(=O)n3C)s1,i,i
CCN(CC)S(=O)(=O)c1cccc(NC(=O)c2ccc(SC)cc2OC)c1,i,i
COc1ccc(N(CC(=O)NC2CCCCC2)C(=O)c2snc(C(N)=O)c2N)cc1,i,i
CCCCc1nc2sc3c(SCC(=O)NCc4ccco4)ncnc3c2c2c1CCC2,i,i
CCCCN(C(=O)c1ccc(C)c(S(=O)(=O)N2CCOCC2)c1)c1c(N)n(CCCC)c(=O)[nH]c1=O,i,i
CNC(=O)C(=O)NCCCN1CCOCC1,i,i
Clc1ccc(Cc2nc(-c3cccnc3)no2)cc1,i,i
COc1ccc(NC(=O)c2cc(S(=O)(=O)N3CCCCC3)c[nH]2)cc1,i,i
O=C(C1=C(O)C(=O)N(Cc2ccco2)C1c1cccnc1)c1cc2ccccc2o1 (configuration not stated),i,i
O=c1sc(/C=N/Nc2ccccc2)c(Cl)n1Cc1ccccc1,i,i
CCCCNS(=O)(=O)c1cccc(S(=O)(=O)N2CCCC2)c1,i,i
Cc1cccc(CS(=O)(=O)Cc2ccc(C(=O)NCc3cccnc3)o2)c1,i,i
COc1cc(/C=C(/C#N)c2ccc(F)cc2)ccc1Oc1ccc([N+](=O)[O-])cn1,i,i
O=C(Nc1ccc2c(c1)CCC2)c1ccc(Br)o1,i,i
CCOC(=O)CSc1nc(N(C)C)nc(N(C)C#N)n1,i,i
O=[N+]([O-])c1ccccc1OCCNCc1ccccc1,i,i
COc1ccc(OC)c(-n2c(-c3cc(-c4ccccc4)n[nH]3)n[nH]c2=S)c1,i,i
CN(C)NC(=S)NC1CCS(=O)(=O)C1 (configuration not stated),i,i
CCSc1nnc(CNC(=O)c2ccccc2F)n1-c1ccccc1OC,i,i
c1ccc(-c2ccc(OCCOCCn3cncn3)cc2)cc1,i,i
CCOc1nnc(C)c2c(C)n(-c3cccc(OC)c3)nc12,i,i
Cc1ccc(CNC(=O)CCNS(=O)(=O)c2cccc3nonc23)cc1,i,i
O=C1Nc2ccccc2C12OCCCO2,i,i

# Part of the list above, tab-delimited:
mol	CHT block	CHT allo act
c1ccc(-c2ccc(OCCOCCn3cncn3)cc2)cc1	i	i
CCOc1nnc(C)c2c(C)n(-c3cccc(OC)c3)nc12	i	i
Cc1ccc(CNC(=O)CCNS(=O)(=O)c2cccc3nonc23)cc1	i	i
O=C1Nc2ccccc2C12OCCCO2	i	i

# Carrying on.
SMILES,CHT block,CHT allo act
COc1cccc(C(=O)N2CCN(Cc3ccc(OC)cc3OC)CC2)c1,i,i
CCc1c(C)nc2ncnn2c1NCCc1ccccc1,-5.2*,i
O=C(O)CSCC(=O)NCc1c(Cl)cccc1Oc1ccccc1,i,i
CCc1nnc(SCC(=O)NC2CCCC2)nc1CC,i,i
COc1ccc(NC(=S)N2CCN(C(c3ccccc3)c3ccccc3)CC2)cc1OC,i,i
Cc1cc(OCCN2CCOCC2)ccc1C(C)C,i,i
C=CCn1c(SCc2c(C)noc2C)nc2cc(C(=O)O)ccc2c1=O,i,i
COc1ccc(C(=O)CCN2CCCC(C)C2)cc1 (configuration not stated),i,i
CC1CCCCC1NC(=O)CSc1nc2ccccc2c(=O)n1Cc1ccco1 (configuration not stated),i,i
COC(=O)CN1C(C)=Nc2ccc(Br)cc2C1c1ccccc1 (configuration not stated),-5.3*,i
CCCN(C(=O)Cn1ncc2c([nH]c3ccccc32)c1=O)c1ccccc1C,i,i
CCOC(=O)/C(C#N)=C/C1=C(N2CCCC2)CC(C)(C)OC1,i,i
CCOC(=O)c1cc(C)nc(Sc2ccc(C)cc2)c1C#N,i,i
Cc1nn(C)c(C(=O)Nc2ccn(Cc3ccccc3F)n2)c1[N+](=O)[O-],i,i
Nc1nonc1-c1nc2ccccc2n1CC(=O)O,i,i
Cc1ccc(NC(=S)N2CCC(N(C)CC3CCCO3)CC2)cc1C (configuration not stated),i,i
CC1CCCC(NC(=O)C2c3ccccc3C(=O)N2Cc2cccs2)C1C (configuration not stated),i,i
CCOc1ccc2nc3c(cc2c1)CN(CCCO)C(=NCCOC)S3,i,i
Clc1ccc2oc(-c3ccccn3)nc2c1,i,i
COc1ccc(/C=N/NC(=O)C2C3CCCCC32C)cc1OC (configuration not stated),i,i
C[C@@H](C(=O)NCc1ccccc1)N1C(=O)C2CC=CCC2C1=O (some centres not stated),i,i
Cn1c(SCC(=O)N2CCOCC2)nc(O)cc1=O,i,i
O=C1CC(c2ccc(F)cc2)C(n2cncn2)C(O)=C1C1NCCc2ccccc21 (configuration not stated),i,i
CCn1cc(CN2CCC(n3nccc3NC(=O)CCCc3ccccc3)CC2)cn1,i,i
COC(=O)c1cc(C(=O)N2CCN(c3ccccc3OC)CC2)cc([N+](=O)[O-])c1,i,6.8*
CCC(C)(C)NC(=O)C(c1ccccc1Cl)N(C(=O)CCC(=O)Nc1cc(C)on1)C1CC1 (configuration not stated),i,i
O=c1[nH]c(CN2CCN(c3ncccn3)CC2)nc2c(Br)cc(Br)cc12,i,i
Cc1c(C(=O)NCCSCc2c(F)cccc2Cl)cnn1-c1ccc(F)cc1,i,i
COc1ccc(Cc2nnc(SCC(=O)Nc3ccccc3C#N)o2)cc1,i,i
CCCCOC1CC(c2ccc(OCc3ccc(OC)cc3)c(OC)c2)N(C)O1 (configuration not stated),i,i
CCOC(=O)c1c(NC(=O)c2ccc(S(=O)(=O)N(C)CC3CCCO3)cc2)sc2c1CCN(C)C2 (configuration not stated),i,i

# Quoted at random: 5 entries already listed, in no set order.
SMILES,CHT block,CHT allo act
COC(=O)c1cc(C(=O)N2CCN(c3ccccc3OC)CC2)cc([N+](=O)[O-])c1,i,6.8*
CCC(C)(C)NC(=O)C(c1ccccc1Cl)N(C(=O)CCC(=O)Nc1cc(C)on1)C1CC1 (configuration not stated),i,i
CCCCOC1CC(c2ccc(OCc3ccc(OC)cc3)c(OC)c2)N(C)O1 (configuration not stated),i,i
Cc1c(C(=O)NCCSCc2c(F)cccc2Cl)cnn1-c1ccc(F)cc1,i,i
O=c1[nH]c(CN2CCN(c3ncccn3)CC2)nc2c(Br)cc(Br)cc12,i,i
